Bioassay records: PubChem BioAssay, The Scripps Research Institute Molecular Screening Center
ASAP1 GAP inh = inhibitors of human ASAP1 ArfGAP activity, primary screen, biochemical, fluorescence polarization; inhibition, % at 16.5 µM; Arf-GAP with SH3 domain, ANK repeat and PH domain-containing protein 1 (Homo sapiens), …; actives 0.19% (n = 360,000); AID 624377, 2012; ASAP1-stimulated ARF1 GTP hydrolysis, GDP FP detection; in the data active = inhibition above about 25%;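 also: 0% = vehicle with enzyme and substrate and 100% = no enzyme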
PLC-gamma1 inh = PLC-gamma1 enzyme inhibitors, primary screen, biochemical, fluorescence, purified enzyme. fluorogenic substrate. inhibition, % at 12.2 µM. actives 0.84% (n = 370,000). AID 720700, 2013; in the data active = inhibition above about 9.5%
proKLK7 act = proKLK7 zymogen activators, primary screen, biochemical, fluorescence intensity. purified proKLK7, EDANS-DABCYL substrate fluorescence; 100% is mature enzyme control, 0% vehicle. activation, % at 7 µM. actives 0.9% (n = 370,000). AID 652039, 2013;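 active = activation above the mean of all tested compounds plus 3 SD, computed per campaign excluding outliers beyond control limits, cut at about 13% in these data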
Target sequence (P49862 whole entry, looked up): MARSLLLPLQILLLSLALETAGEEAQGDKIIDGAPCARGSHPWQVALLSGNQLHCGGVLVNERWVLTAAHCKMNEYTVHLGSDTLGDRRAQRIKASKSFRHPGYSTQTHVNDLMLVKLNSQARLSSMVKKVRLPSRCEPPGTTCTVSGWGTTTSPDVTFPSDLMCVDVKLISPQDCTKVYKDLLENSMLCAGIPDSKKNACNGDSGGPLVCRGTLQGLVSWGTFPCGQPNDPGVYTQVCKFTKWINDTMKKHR
MBD2 inh = inhibitors of MBD2 binding to methylated DNA, primary screen, biochemical, TR-FRET, DNA-binding domain, human. Methyl-CpG-binding domain protein 2 (Homo sapiens), Q9UBB5. MBD2 binding to methylated oligonucleotide. inhibition, % at 4.4 µM. actives 0.31% (n = 370,000). AID 686964, 2013; in the data active = inhibition above about 13%
PLCb3 inh = human PLC-beta3 inhibitors, primary screen, biochemical, fluorescence | Purified PLC-beta3, fluorogenic substrate | inhibition, % at 12.2 µM | actives 0.18% (n = 370,000) | AID 720704, 2013; in the data active = inhibition above about 11%;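 also: 0% = median of compound wells on plate and 100% = full blocker control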
Tn7 DDE FP = inhibitors of Tn7 peptide binding to fibrin DD(E), primary screen, biochemical, fluorescence polarization, human fibrin, Tn7 probe; Fibrinogen beta chain (Homo sapiens), P02675; FP displacement of FITC-Tn7 peptide from fibrin DD(E); 0% = median of compound wells per plate; inhibition, % at 8.3 µM; actives 0.13% (n = 370,000); AID 720508, 2013;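 active = inhibition above the mean of compounds falling within the control limits plus 3 SD of them, cut at about 14% in these data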;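 also: 0% = plate median of compound wells and 100% = 10 µM Aha-Tn7 peptide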
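assay system = human clot-derived fibrin DD(E) complex | quantity = Fibrin-DD(E) at 2 µM final | timing = 10 min preincubation, 3 h with tracer, room temperature | signal = fluorescence polarization | measure = percent inhibition | benchmarks = high control wells with 10 µM unlabelled Aha-Tn7 peptide (full inhibition) | replicates = singlicate testing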
ADAM17 inh = ADAM17 inhibitors, primary screen, biochemical, QFRET; Disintegrin and metalloproteinase domain-containing protein 17 (Homo sapiens), P78536; recombinant ADAM17, EDANS/DABCYL FRET peptide cleavage; inhibition, % at 6.95 µM; actives 0.83% (n = 370,000); AID 720648, 2013;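 active = inhibition above the mean of compounds lying between control limits plus 3 SD, set per campaign, cut at about 8.5% in these data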;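 also: 0% = DMSO-only wells as the low control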
Target sequence (P78536 215-824 limits assumed): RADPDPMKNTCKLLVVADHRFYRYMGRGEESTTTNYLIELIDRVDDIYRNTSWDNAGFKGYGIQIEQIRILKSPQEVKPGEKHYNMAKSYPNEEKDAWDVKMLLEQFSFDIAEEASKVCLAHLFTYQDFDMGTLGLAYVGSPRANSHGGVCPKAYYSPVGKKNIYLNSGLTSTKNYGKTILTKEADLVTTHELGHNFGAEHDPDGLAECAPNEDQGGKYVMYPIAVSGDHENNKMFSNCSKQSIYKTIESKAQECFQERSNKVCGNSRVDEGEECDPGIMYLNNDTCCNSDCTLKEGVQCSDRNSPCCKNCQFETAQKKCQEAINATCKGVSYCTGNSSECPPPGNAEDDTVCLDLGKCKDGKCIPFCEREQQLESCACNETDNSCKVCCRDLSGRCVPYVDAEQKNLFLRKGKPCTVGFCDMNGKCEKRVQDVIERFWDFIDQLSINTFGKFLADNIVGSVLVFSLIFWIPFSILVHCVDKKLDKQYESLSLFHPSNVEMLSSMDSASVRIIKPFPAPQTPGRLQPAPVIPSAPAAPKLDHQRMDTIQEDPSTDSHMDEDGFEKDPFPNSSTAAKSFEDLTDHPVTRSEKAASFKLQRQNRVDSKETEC
DDE Tn6 FP inh = inhibitors of Tn6 peptide binding to fibrin DD(E), primary screen, biochemical, fluorescence polarization, human fibrin, Tn6 probe; actives 0.21% (n = 370,000); Fibrinogen beta chain (Homo sapiens), P02675; AID 720509, 2013; Fibrin DD(E) TRITC-Tn6 fluorescence polarization displacement; inhibition, % at 8.3 µM;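 active = inhibition above a per-campaign cutoff: mean of compounds within control limits plus 3 SD, cut at about 15% in these data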;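 also: 0% = median of all compound wells on the plate and 100% = blocking peptide control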
ARFGAP1 inh = inhibitors of rat ARFGAP1 GAP activity, primary screen, biochemical, fluorescence polarization, GDP tracer; Arfgap1-stimulated ARF1 GTP hydrolysis, GDP FP detection; inhibition, % at 16.5 µM; actives 0.26% (n = 360,000);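 active = inhibition above a per-plate limit, mean inhibition of low control wells plus 3 SD, cut at about 25% in these data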;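 also: 0% = DMSO wells with enzyme and 100% = wells lacking Arfgap1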
Target sequence (Q62848 1-136 limits assumed): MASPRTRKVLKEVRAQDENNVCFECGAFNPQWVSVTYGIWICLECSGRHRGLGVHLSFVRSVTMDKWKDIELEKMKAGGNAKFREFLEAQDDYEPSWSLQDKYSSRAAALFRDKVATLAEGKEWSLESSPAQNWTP
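system = rat Arfgap1 catalytic domain, aa 1-136 | technique = FP, GDP Alexa 633 tracer displaced from anti-GDP antibody, 620/688 nm | compound = one concentration, 16.5 µM, DMSO 1.26% | medium = HEPES-based buffer, pH 7.5 | timing = compound-enzyme preincubation 20 min, reaction 120 min, detection 60 min, 25 °C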
UHRF1 binding = UHRF1 methylated DNA binding inhibitors, primary screen, counter-screen for MBD2 inhibitor project, biochemical, TR-FRET, human UHRF1, single concentration | UHRF1 binding to methylated oligo | inhibition, % at 4.4 µM | actives 0.75% (n = 370,000) | AID 687016, 2013; in the data active = inhibition above about 21%;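 also: UHRF1 SRA domain binding a hemimethylated CpG hairpin DNA probe; 0% = median of test compound wells and 100% = reference inhibitor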
An asterisk follows results filed as active; i = inactive; . = not tested or not shown. Compounds were not picked by outcome (roughly 4.1% active in at least one column).

SMILES	ASAP1 GAP inh	PLC-gamma1 inh	proKLK7 act	MBD2 inh	PLCb3 inh	Tn7 DDE FP	ADAM17 inh	DDE Tn6 FP inh	ARFGAP1 inh	UHRF1 binding
Cc1ccccc1NC(=S)N1CCN(C(=O)c2ccco2)CC1	22	-2	-0.2	4	0	3	-4	1	-2	1
CCc1cc(C(=O)NNC(=S)Nc2cccc(C)c2)cs1	-9	0	0.8	5	-2	0	-1	4	-1	0
O=C(CCCc1ccccc1)Nc1nccs1	-14	-1	0.1	2	-5	0	-4	-4	-9	4
Cc1cc(C(=O)N/N=C/c2ccc(-c3ccc([N+](=O)[O-])cc3Cl)o2)n[nH]1	9	-17	0.4	1	-36	-1	-3	-3	-2	-1
Cc1cc(N/N=C/c2ccc(N(C)C)cc2)c2ccccc2n1	6	-282	0.9	0	-317	-6	-123	-2	4	3
Cc1ccc(S(=O)(=O)N2CCN(C(=O)C3CCCO3)CC2)cc1 (stereo unspecified)	-5	6	-0.7	-3	3	0	2	6	-3	0
CCN(C(=O)CSc1cc(-c2ccccc2)c2ccc(OC)cc2n1)C1CCS(=O)(=O)C1 (stereo unspecified)	2	-13	-5.5	9	-19	-2	-52	-9	9	10
CCS(=O)(=O)N1CCCC(C(=O)NCCCOC)C1 (stereo unspecified)	-8	0	0.1	1	-1	-1	-6	2	3	-3
CCc1nc2ccc(C(=O)N3CCN(c4cccc(C)c4C)CC3)cc2nc1CC	4	-1	0.5	-4	-8	4	0	3	10	2
O=C(CSc1ccccc1)NC1CCCCN(Cc2ccc(Cl)cc2)C1=O (stereo unspecified)	.	-1	0.1	-1	-2	2	-1	-1	.	-1
Cc1ccc(OCC(=O)NC(=S)Nc2cccc(C)n2)cc1	-1	-5	0.4	5	-7	8	-7	1	13	2
COC(=O)c1cccc(Cn2nnc3ccccc3c2=O)c1	11	0	-0.2	-1	-2	2	-1	10	8	-2
CC(Sc1nnc(Nc2ccccc2F)s1)C(=O)NC1CC1 (stereo unspecified)	0	4	0.3	-7	-1	-5	4	-2	3	-1
O=S(=O)(c1ccc(Br)s1)N1CCNCC1	2	1	0.4	-5	-5	1	0	3	-1	-3
CCOc1ccc(CCNC(=O)c2cc([N+](=O)[O-])ccc2N2CCOCC2)cc1OCC	-14	4	0.2	2	-4	-4	3	-4	1	2
CC(C)OC(=O)CSc1nc2c(cc1C#N)CCCCC2	-2	-21	0.3	-3	-33	-2	-7	-1	3	9
Cc1cccc(NC(=O)CC(C)S(=O)(=O)c2ccc3c(c2)NC(=O)CO3)c1C (stereo unspecified)	-7	1	0.6	-3	4	-1	-1	1	0	1
CN1C(=O)C(C)(C)c2cc(S(=O)(=O)N3CCN(c4ccc(F)cc4)CC3)ccc21	-4	0	0.2	1	-5	2	1	0	7	-2
OCCNc1nc(SCc2ccccc2)nc2sc3c(c12)CCC3	15	1	-1.2	-2	1	-10	8	-3	5	0
CC(=O)Nc1cc(C(=O)O)ccc1S(=O)(=O)c1ccc(Cl)cc1	5	0	-0.1	0	-4	3	-2	0	2	-1
Cc1occc1C(=O)N/N=C/C=C/c1ccccc1	-3	3	-0.5	5	5	5	1	6	-10	2
COc1ccc(CNc2ccc(-c3ccc(OC)cc3)nn2)cc1	-3	5	-0.1	2	4	-5	2	-10	-5	3
O=C(OCC(=O)N1CCCCC1)c1cc(S(=O)(=O)N2CCOCC2)c(Cl)cc1Cl	1	3	-0.2	0	0	-4	-6	-3	-3	-1
COCc1c(N)c(C)nc(Cl)c1C#N	-4	-31	-1.8	0	-44	-5	-55	-8	8	2
C[C@@H]1CN([C@H](C)CO)C(=O)c2cccc(NS(=O)(=O)c3ccccc3)c2O[C@H]1CN(C)C	0	-1	0.2	1	-1	-2	-4	-2	-6	0
Cc1cc(OCC(=O)OCC(=O)Nc2cc(C(F)(F)F)ccc2N2CCOCC2)ccc1Cl	10	2	-0.9	-5	2	-3	0	1	11	3
COc1ccc(N2CCN(C(=O)NC(=O)c3ccc(Cl)cc3)CC2)cc1	3	0	0.0	1	-8	9	-1	-5	6	2
O=C(N/N=C1\CCCc2ccccc21)C(O)c1ccccc1 (stereo unspecified)	9	-2	0.5	-2	-3	6	-1	-5	2	-3
CC(C)c1ccc(NC(=O)COC(=O)COc2ccccc2)cc1	10	-1	-0.3	2	-4	2	-2	3	0	-2
CS(=O)(=O)N1CCCC(C(=O)Nc2ccccc2C(F)(F)F)C1 (stereo unspecified)	-13	5	0.1	1	0	-3	1	5	-5	0
O=C(/C=C/c1ccccc1)Nc1cccc(C(=O)NCCCCc2ccccc2)c1	-11	-4	-1.3	5	-5	-3	6	-4	4	1
Cc1ccc(CN2CC(N3CCCCC3)CS2(=O)=O)cc1 (stereo unspecified)	6	0	-0.1	0	3	2	-3	-6	9	-3
CC(C)(C)c1ccc(CC(=O)N2CCC2(C)C(=O)NS(=O)(=O)c2ccc3c(c2)CCO3)cc1 (stereo unspecified)	-3	1	0.9	1	-4	5	0	-7	0	0
CCCn1c(=O)c(C(=O)NCc2ccccn2)c(O)c2ccccc21	-3	3	0.9	-4	0	-7	-1	0	7	3
CC(CCc1ccccc1)NC(=O)C1CC1 (stereo unspecified)	0	0	0.7	1	-5	-3	-1	5	3	3
CC(C)=CCN1CCN(Cc2ccc(C#CC(C)(C)O)cc2)CC1CCO (stereo unspecified)	1	0	-0.9	-3	1	-2	-2	4	7	-5
CN(C(=O)c1cc(S(=O)(=O)N2CCCCC2)c[nH]1)C1CCCCC1	2	2	0.0	4	-1	1	-2	-2	1	1
Cn1c(=O)c2[nH]c(Cc3cccc4ccccc34)nc2n(C)c1=O	-8	3	-0.1	2	-3	-2	-4	6	15	3
CCCCCN(C(=O)NC(=O)Nc1ccc(C)cc1)S(=O)(=O)c1ccccc1	-10	2	0.6	3	1	0	3	-11	2	9
CN1CCCCc2c1[nH]c1ccccc1c2=O	-1	-23	1.2	-1	-35	-2	-17	-6	10	-5
CC(C)(C)c1ccc(-c2c(C#N)c(N)nc3c2CCCC3)s1	-6	-14	-0.4	2	-20	-1	-5	3	9	0
CCCC(=O)Nc1ccc(C(=O)Nc2ccc([N+](=O)[O-])cc2OC)cc1	0	-4	0.2	0	-2	-2	-2	1	1	3
C=Cn1ccnc1P(=S)(c1ccc2c(c1)c1ccccc1n2CC)c1nccn1C=C	15	1	0.4	-3	4	-4	-1	5	-1	0
C/C(=N\NC(=O)CCn1nnc2ccccc21)c1ccco1	0	-11	-0.2	0	-5	6	-3	14	-8	1
COc1cc(/C=C2/OC(=O)c3cc([N+](=O)[O-])ccc32)cc(OC)c1OC	5	-2	0.3	-8	-3	1	-1	13	-6	-2
O=C(CCl)Nc1cccc(CP(=O)(c2ccccc2)c2ccccc2)c1	-11	0	0.4	-2	-4	6	-1	7	0	-1
S=C(NCCCN1CCOCC1)Nc1ccc(-c2nc3ccccc3[nH]2)cc1	1	1	1.2	-5	1	3	-12	-5	-11	-1
CN(c1ccccc1)c1nc(N)c([N+](=O)[O-])c(NCc2ccccc2)n1	-5	4	0.4	-2	-7	-6	1	6	4	-1

In the list so far, these have a cyano group:
SMILES	ASAP1 GAP inh	PLC-gamma1 inh	proKLK7 act	MBD2 inh	PLCb3 inh	Tn7 DDE FP	ADAM17 inh	DDE Tn6 FP inh	ARFGAP1 inh	UHRF1 binding
CC(C)OC(=O)CSc1nc2c(cc1C#N)CCCCC2	-2	-21	0.3	-3	-33	-2	-7	-1	3	9
COCc1c(N)c(C)nc(Cl)c1C#N	-4	-31	-1.8	0	-44	-5	-55	-8	8	2
CC(C)(C)c1ccc(-c2c(C#N)c(N)nc3c2CCCC3)s1	-6	-14	-0.4	2	-20	-1	-5	3	9	0

(more compounds)
SMILES	ASAP1 GAP inh	PLC-gamma1 inh	proKLK7 act	MBD2 inh	PLCb3 inh	Tn7 DDE FP	ADAM17 inh	DDE Tn6 FP inh	ARFGAP1 inh	UHRF1 binding
COc1cccc(N2CCN(Cc3nc(N)nc(Nc4ccccc4OC)n3)CC2)c1	3	-2	-0.3	-3	3	-1	-3	-2	-5	-2
COc1cccc(C(=O)/C=C/Nc2ccc(S(=O)(=O)Nc3ncccn3)cc2)c1	3	-16	0.1	-2	-23	-5	1	0	13	-4
COc1cc(CC(NC(C)=O)C(=O)NC2CCN(c3nc(C)cc(C)c3C#N)CC2)cc(OC)c1 (stereo unspecified)	-12	-8	-0.6	3	-1	0	-8	0	11	-1
O=C(NCc1ccccc1)[C@@H]1CCCN1C(=O)[C@H]1CCCN1C(=O)c1cccc(Cl)c1	5	0	0.1	-2	1	3	-2	-3	10	0
NS(=O)(=O)c1ccc2ccccc2c1	-6	-2	0.2	0	-5	-1	-5	-7	-2	0
Cc1ccc2nc(C(O)C(O)c3nc4ccc(C)cc4[nH]3)[nH]c2c1 (stereo unspecified)	2	-10	-0.5	-5	-14	5	-4	-1	-10	1
c1ccc(-c2onc(-c3ccco3)c2-c2ccc3c(c2)OCO3)cc1	-16	-6	-1.7	3	-9	-5	5	5	5	3
COc1cccc(N=c2oc3ccccc3cc2-c2nc3ccccc3[nH]2)c1	-1	i	-18	-15	i	1	-104	-6	8	-12
COc1ccc(COC(=O)Oc2ccc(CNC(C)=O)cc2OC)c([N+](=O)[O-])c1	7	1	-0.2	0	2	-6	-1	2	4	0
COc1ccc(-c2cc(-n3c(C(F)(F)F)nc4ccccc43)n(CCC#N)n2)cc1	11	1	0.6	0	-2	-3	1	-6	0	-2
CC(C=NN=C1C(=O)Nc2ccccc21)=Cc1ccccc1	-6	-8	0.4	-3	-8	-1	-5	7	-1	-8
CCCS(=O)(=O)NC(=O)C1(C)CCN(C(=O)c2cc(F)cc(F)c2)C1 (stereo unspecified)	-2	2	0.5	3	3	2	-5	7	-7	1
NC(=O)c1ccc(NC(=O)c2cnc3ccccc3n2)cc1	2	-3	0.2	-3	-7	1	-4	-2	4	-2
